# Assay outcomes: PubChem BioAssay, several laboratories
# APP 5UTR inh – APP translation inhibition; SH-SY5Y APP 5'UTR-luciferase reporter, luminescence; inhibition, % at 2 µM; 190,000 tested, 0.82% active; AID 1285;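 active = inhibition above a set limit, derived from the sample mean plus 3 SD, cut at about 45% in these data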; note: values of inactives mirror those of a sister screen read the other way
# FLuc inhib CS – inhibits firefly luciferase, flagging false hits in luciferase inhibition screens. P08659. ATPLite firefly luciferase biochemical luminescence, 10 min. inhibition, % at 10 µM. 200,000 tested, 1.5% active. AID 1006;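 active = inhibition above about 50% when tested at 10 µM, limit read from the data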
# Target sequence (P08659 whole entry, looked up): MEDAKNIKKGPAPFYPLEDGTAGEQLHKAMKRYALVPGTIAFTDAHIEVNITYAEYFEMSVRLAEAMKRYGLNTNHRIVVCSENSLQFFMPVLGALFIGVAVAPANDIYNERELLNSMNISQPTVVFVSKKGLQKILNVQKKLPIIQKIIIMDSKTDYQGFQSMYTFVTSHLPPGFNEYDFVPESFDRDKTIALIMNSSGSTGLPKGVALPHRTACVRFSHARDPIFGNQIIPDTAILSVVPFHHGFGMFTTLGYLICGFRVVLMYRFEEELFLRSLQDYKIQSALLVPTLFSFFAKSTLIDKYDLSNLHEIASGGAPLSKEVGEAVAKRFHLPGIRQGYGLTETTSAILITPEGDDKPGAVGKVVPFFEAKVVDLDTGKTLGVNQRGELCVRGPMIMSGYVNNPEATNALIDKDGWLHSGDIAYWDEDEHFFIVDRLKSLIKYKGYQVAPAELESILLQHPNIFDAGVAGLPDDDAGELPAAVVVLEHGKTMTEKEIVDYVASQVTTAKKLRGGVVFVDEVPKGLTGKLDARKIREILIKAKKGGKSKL
# TNAP act hi DEA – increases human TNAP activity under high phosphate acceptor concentration | P05186 | purified TNAP, CDP-star luminescence, 1 M DEA, 30 min; active compounds read high; 0 = EDTA background, 1 = DMSO-only activity | activation factor at 20 µM | 200,000 tested, under 10 active;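 active = activation factor at least 2 at 20 µM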
#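 Dosing: 20 µM single point. System: human TNAP. Amount: TNAP 1/800 final. Incubation: 30 min, room temperature. Read-out: TNAP activation factor scaled between EDTA and DMSO control wells. Signal: luminescence from CDP-star hydrolysis. Medium: 1 M DEA, pH 9.8, Mg2+, Zn2+. Control set: EDTA negative control, DMSO positive control.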
# L major viab – reduces viability of Leishmania major promastigotes; AID 1063; inhibition, % at 10 µM; 200,000 tested, 9% active; resazurin fluorescence viability; in the data active = inhibition above about 50%;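 note: promastigotes grown with compound for 44 hours at 28 °C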
# TNAP inh hiacc – inhibitors of human TNAP at high phosphate acceptor concentration | AID 1135 | inhibition, % at 20 µM | P05186 | 200,000 tested, 0.03% active | purified TNAP, CDP-star luminescence, 1 M DEA;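 active = over 50% inhibition of tissue-nonspecific alkaline phosphatase at 20 µM in the single-dose screen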;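 note: plate controls were DMSO wells for no effect and EDTA-quenched wells as full inhibition for full effect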
# bIAP act – intestinal alkaline phosphatase (bovine) activation. activation factor at 20 µM. AID 1016. 200,000 tested, 0.17% active. purified bovine IAP, CDP-star luminescence, 30 min; active compounds read high; fold of DMSO-control signal, blank-subtracted;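 active = activation factor of 2 or more at 20 µM, a signal rise over negative controls twice the positive control's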
# RAM network inh – yeast RAM network inhibition. S. cerevisiae dse1pr::URA3 reporter, 5-FOA growth OD615, 2 d; analog-sensitive cbk1-as2 kinase mutant strain. 190,000 tested, 1.8% active. inhibition, % at 50 µM;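 active = inhibition above a set limit, 3 SD over mean compound inhibition, cut at about 8.4% in these data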;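 note: 0% = DMSO-only wells with no growth and 100% = 10 µM 1-NA-PP1 full growth; inhibition rescues growth on 5-FOA so higher OD means more RAM inhibition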
# TNAP inh noacc – blocks human TNAP activity with no phosphate acceptor present. AID 1012. inhibition, % at 20 µM. 200,000 tested, 0.26% active. P05186. purified TNAP, CDP-star luminescence, 30 min;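 active = tissue-nonspecific alkaline phosphatase inhibition above about 50% at 20 µM in the single-dose screen, limit read from the data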;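 note: 0% = DMSO negative control and 100% = EDTA positive control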
# bIAP inh – intestinal alkaline phosphatase (bovine) inhibition. purified bovine IAP, CDP-star luminescence, 30 min. inhibition, % at 20 µM. 190,000 tested, under 10 active. AID 1019;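 active = over 50% inhibition of intestinal alkaline phosphatase at 20 µM in the single-dose screen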
#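 System: Purified bovine intestinal alkaline phosphatase (IAP) enzyme | Input: IAP diluted 1/65,000,000 in the well | Also added: CDP-star chemiluminescent phosphatase substrate, 30 µM final | Dosing: 20 µM single dose | Times: Enzyme reaction for 30 min at room temperature | Detection: Luminescence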
# FLuc act counter – firefly luciferase counter-screen for stimulation assays | P08659 | ATPlite luciferase biochemical, luminescence, 10 min; 0 = ATP-free wells, 1 = DMSO control | activation factor at 10 µM | 200,000 tested, under 10 active | AID 1027;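 active = luciferase activation factor, scaled between plate controls, of at least 2 with compound at 10 µM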
#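 Assay system: Luciferase/luciferin detection reagent, cell-free biochemical luciferase assay / Read-out: luciferase activation / Benchmarks: No-ATP low control, compound-free enzyme-plus-ATP high control / Medium: PBS buffer for ATP / Detection: luminescence measurement of luciferase light output / Schedule: 10 min at ambient temperature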
# * marks the source's active call; other numbers are inactive results; . = no result given.
SMILES,APP 5UTR inh,FLuc inhib CS,TNAP act hi DEA,L major viab,TNAP inh hiacc,bIAP act,RAM network inh,TNAP inh noacc,bIAP inh,FLuc act counter
COc1ccc(N2C(=O)CC(SC(C)C)C2=O)cc1 (stereo not given),-20.2,-6.7,1,-8.9,-3.0,0.7,0.8,-9.7,33.6,1.1
O=C(CSc1nnc(NC(=O)c2ccccc2C(=O)O)s1)Nc1ccccc1Cl,-8.8,-6.3,1,-7.3,0.1,1,6.0,-7.5,-4.3,1.1
COc1ccc(CNC(=O)C(=O)NC2CC(C)(C)NC(C)(C)C2)cc1,-13.7,-6.7,1,1.6,0.0,1.1,-0.5,0.0,-7.6,1.1
COc1ccc(C(=O)Nc2ccc(O)cc2C(=O)O)cc1,19.1,63.4*,1,4.4,-2.7,1.1,1.1,-14.6,-9.1,0.4
Cc1c(C)n(CCC#N)c2ccccc12,-9.3,-5.3,1,4.2,-3.6,0.9,0.9,-8.4,6.9,1.1
CCN1C(=O)/C(=C\c2cccs2)C(C(=O)OC)=C1C,3.9,-5.3,0.9,10.3,8.0,0.8,0.5,6.2,21.7,1.1
CC(=O)Nc1ccc(S(=O)(=O)N2CCC(NC(=O)C(Cc3cccn3C)NC(C)=O)CC2)cc1 (stereo not given),-0.1,-4.6,1.1,-7.3,-5.4,0.9,1.2,-7.4,5.3,1
CC1Cc2ccccc2N1C(=O)C1CCCN(S(=O)(=O)c2cccc3cccnc23)C1 (stereo not given),.,-3.8,1,21.4,-2.0,1,0.0,-0.5,-2.4,1
Cc1cnc(C)c(N(C)NC(=S)Nc2ccccc2)n1,-1.6,-4.5,1,-6.0,0.9,0.8,1.4,-3.1,15.8,1
C/C(=N\Nc1ccc(F)cc1F)c1ccc(Br)s1,-1.1,-3.7,1,-3.7,-2.5,1,-1.3,-16.5,-3.4,1
CC1CCN(C(=O)C2CCC(CNS(=O)(=O)c3cccc4cccnc34)CC2)CC1 (stereo not given),-0.5,-2.9,1,-1.9,-3.6,1,1.8,-8.5,2.7,1
O=S1(=O)CCC(NC(=S)N2CCCCCC2)C1 (stereo not given),-4.8,-2.8,1,-1.1,0.6,0.7,-0.7,-2.3,30.2,1
COc1cccc(CN2CCNC(=O)C2CC(=O)NCCc2ccccn2)c1 (stereo not given),-19.4,-4.7,1,-2.9,-1.9,1.1,3.4,-8.2,-10.3,1
Cn1c(SCC(=O)O)nc2ccccc2c1=O,-1.4,1.5,1,-3.2,1.0,1,0.7,-7.2,0.3,1
O=C(CCCSc1nnc(SCCCC(=O)c2ccc(F)cc2)s1)c1ccc(F)cc1,3.3,-2.5,1,4.3,0.7,0.4,14.5*,-1.3,.,1
CCN(CC)Cc1cc(C(C)=O)ccc1O,-4.9,-4.5,1.1,6.3,-5.3,0.9,1.8,-20.8,5.8,1
Cc1nn(Cc2ccc(Cl)cc2)c2sc(C(=O)OCC(N)=O)cc12,20.1,-6.1,1,3.0,-3.8,1,2.7,-12.4,4.9,1.1
COc1ccc(C(=O)N(c2ccccn2)C2CCCCC2)c(OC)c1,1.5,-0.7,1,1.1,-2.3,1.1,0.6,-12.9,-5.7,1
COc1cccc(/C=C/C(=O)Oc2ccc(C(=O)c3ccc(F)cc3)cc2)c1,12.3,-3.4,1,-1.7,2.6,0.9,8.7*,1.7,6.2,1
CC(=O)Nc1ccc(S(=O)(=O)N2CCC(NC(=O)c3ccco3)CC2)cc1,2.5,-6.9,1,-0.5,-0.2,0.9,3.3,6.0,10.1,1.1
CCOC(=O)N1CCC(Nc2c(N3CCN(c4cc(Cl)ccc4C)CC3)c(=O)c2=O)CC1,-22.7,-10.6,1.1,11.6,-14.2,1.3,2.8,-12.6,-31.4,1.1
O=[N+]([O-])c1ccc(Cl)c(/C=N/N2CCN(Cc3ccc(Cl)cc3)CC2)c1,8.2,-2.4,1,7.1,-2.0,0.7,1.5,-16.1,28.2,1
O=c1[nH][nH]c(-c2ccccc2O)c1C(C[N+](=O)[O-])c1ccc(Cl)cc1Cl (stereo not given),2.0,-2.5,0.5,97.7*,49.5,0.9,-0.8,70.3*,8.8,1
COc1cc(C(=O)OCC(=O)N2CCCCC2C)cc(NC(=O)c2cccs2)c1OC (stereo not given),18.1,26.4,1,25.0,-4.0,1.1,-0.2,-12.2,-6.8,0.7
NC12CC3CC(CC(C3)C1)C2,-3.7,-2.6,1,-0.6,-2.1,0.9,0.8,-49.4,12.3,1
Cc1ccc2c(c1)cc(CN(Cc1cccnc1)C(=O)NCc1ccccc1)c1nnnn12,5.4,-4.5,1,99.5*,-1.1,1.1,0.0,2.0,-6.9,1
O=C(Nc1ccc2oc(-c3ccccc3)nc2c1)c1ccccc1F,-102.3,18.3,1.1,-4.5,-6.5,0.9,2.1,-13.0,13.0,0.8
CCOC(=O)c1c(NC(=O)CN2C(=O)CN(C)C2=O)sc(C)c1C,-1.1,-9.5,1,6.4,-3.7,0.9,0.4,1.4,6.0,1.1
Cc1ccc(-n2c(Cc3ccccc3)n[nH]c2=S)c(C)c1,1.3,3.4,1,-7.0,-4.6,1.1,0.8,-15.3,-10.7,1
Cc1c(C(=O)OC2CCCC2C)[nH]c2c1C(=O)CCC2 (stereo not given),-25.0,0.3,1,-2.5,1.6,0.8,1.1,-6.0,22.5,1
Cc1ccc(C)c(NC(=O)CSc2nnc(-c3ccccc3C)o2)c1,-15.6,-2.7,1.1,-1.3,-7.6,1,4.2,-25.6,-3.3,1
CCOC(=O)CSc1nc2ccc(S(=O)(=O)N3CCOCC3)cc2[nH]1,-3.4,-2.0,1,-5.2,-1.2,1,0.3,-3.0,0.9,1
Cc1cc(S(=O)(=O)NC(C)C)ccc1OCC(=O)NCc1ccccc1,7.0,-2.6,1,-6.0,-1.5,1.1,2.8,-1.8,-10.9,1
CC(C)CN(C(=O)COC(=O)Cn1cnc2ccccc2c1=O)C1CCS(=O)(=O)C1 (stereo not given),9.2,0.3,1,-6.8,-0.1,1.1,1.1,-8.3,-9.5,1
C[C@]12CC[C@@H]3c4ccc(O)cc4CC[C@H]3[C@@H]1CC[C@@H]2O,-2.7,-4.6,1,-3.2,-0.2,0.9,1.2,-7.3,7.6,1
CCN1CCN(C(=O)CN2C(=O)c3cccc4cccc2c34)CC1,-0.6,1.7,1,-3.4,4.5,1.2,0.2,-2.8,-19.5,1
O=S(=O)(CCSc1nc2ccccc2s1)c1nc2ccccc2s1,30.1,-5.0,1,100.5*,-3.4,0.4,4.3,-3.3,.,1.1
COc1ccc(/C=C/CN2CCN(Cc3ccccc3)C(CCO)C2)cc1 (stereo not given),8.5,-5.3,1.1,32.5,-10.5,0.9,-0.5,-11.3,6.9,1.1
Cc1cccc(CN2CCCC(C(=O)N3CCc4ccccc4C3)C2)c1 (stereo not given),13.2,-8.1,1,95.4*,-2.5,1,-0.5,1.2,2.5,1.1
CCc1cccc(NC(=O)Cc2cn(C)c3ccccc23)c1,-27.1,-7.1,1.1,-1.5,-8.2,0.7,2.5,2.0,33.2,1.1

# Gathered by group, those above containing an aryl thioether with sulfur outside any ring.
SMILES,APP 5UTR inh,FLuc inhib CS,TNAP act hi DEA,L major viab,TNAP inh hiacc,bIAP act,RAM network inh,TNAP inh noacc,bIAP inh,FLuc act counter
O=C(CSc1nnc(NC(=O)c2ccccc2C(=O)O)s1)Nc1ccccc1Cl,-8.8,-6.3,1,-7.3,0.1,1,6.0,-7.5,-4.3,1.1
Cn1c(SCC(=O)O)nc2ccccc2c1=O,-1.4,1.5,1,-3.2,1.0,1,0.7,-7.2,0.3,1
O=C(CCCSc1nnc(SCCCC(=O)c2ccc(F)cc2)s1)c1ccc(F)cc1,3.3,-2.5,1,4.3,0.7,0.4,14.5*,-1.3,.,1
Cc1ccc(C)c(NC(=O)CSc2nnc(-c3ccccc3C)o2)c1,-15.6,-2.7,1.1,-1.3,-7.6,1,4.2,-25.6,-3.3,1
CCOC(=O)CSc1nc2ccc(S(=O)(=O)N3CCOCC3)cc2[nH]1,-3.4,-2.0,1,-5.2,-1.2,1,0.3,-3.0,0.9,1
O=S(=O)(CCSc1nc2ccccc2s1)c1nc2ccccc2s1,30.1,-5.0,1,100.5*,-3.4,0.4,4.3,-3.3,.,1.1
